Screening data from PubChem BioAssay.
OX1R antag: antagonists of human orexin 1 receptor (OX1R); Orexin/Hypocretin receptor type 1 (Homo sapiens), O43613; OX1R-expressing cells, FRET antagonist read-out; inhibition, % at 6.6 µM; 1.8% of 330,000 active; AID 485270, 2010; in the data active means inhibition mostly above about 38%, no sharp cut-off; inactive means mostly below about 40%;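 further: 0% = agonist challenge alone and 100% = reference antagonist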
Target sequence (O43613 whole entry, looked up): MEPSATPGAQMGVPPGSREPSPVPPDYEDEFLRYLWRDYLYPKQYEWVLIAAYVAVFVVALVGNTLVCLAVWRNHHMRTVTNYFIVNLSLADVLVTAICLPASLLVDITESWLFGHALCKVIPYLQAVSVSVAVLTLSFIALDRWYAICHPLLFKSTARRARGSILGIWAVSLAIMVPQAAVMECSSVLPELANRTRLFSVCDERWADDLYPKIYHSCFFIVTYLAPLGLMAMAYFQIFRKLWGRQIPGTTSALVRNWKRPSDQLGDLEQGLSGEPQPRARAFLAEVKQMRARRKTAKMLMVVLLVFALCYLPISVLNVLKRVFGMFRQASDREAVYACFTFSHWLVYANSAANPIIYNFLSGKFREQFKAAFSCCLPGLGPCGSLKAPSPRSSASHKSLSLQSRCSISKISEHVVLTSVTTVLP
STK33 kinase inh: inhibitors of purified STK33 kinase, primary screen, biochemical, ADP-Glo luminescence, homogeneous, cell-free | MBP phosphorylation | Serine/threonine-protein kinase 33 (Homo sapiens), Q9BYT3 | AID 2661, 2010 | 0.073% of 320,000 active | inhibition, % at 10 µM;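 active means inhibition at or above 25%, using the most active replicate where run in duplicate; inactive means inhibition below 25%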
Target sequence (Q9BYT3 whole entry, looked up): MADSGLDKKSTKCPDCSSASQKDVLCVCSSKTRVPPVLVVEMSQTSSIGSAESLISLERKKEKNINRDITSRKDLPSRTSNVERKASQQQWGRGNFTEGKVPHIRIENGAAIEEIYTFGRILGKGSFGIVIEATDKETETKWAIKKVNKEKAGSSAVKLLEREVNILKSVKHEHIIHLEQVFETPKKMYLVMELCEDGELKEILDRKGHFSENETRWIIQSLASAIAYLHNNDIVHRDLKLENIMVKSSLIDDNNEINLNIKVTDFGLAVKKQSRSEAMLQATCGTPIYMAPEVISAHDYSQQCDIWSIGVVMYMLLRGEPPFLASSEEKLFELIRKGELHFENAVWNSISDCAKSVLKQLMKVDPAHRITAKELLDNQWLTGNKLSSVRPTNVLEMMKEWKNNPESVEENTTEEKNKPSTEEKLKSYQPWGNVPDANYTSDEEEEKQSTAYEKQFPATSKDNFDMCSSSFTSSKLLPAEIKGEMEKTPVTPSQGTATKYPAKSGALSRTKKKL
The depositor's hits bear a star; x = not tested or not shown.

The first 3 entries as a preview:
Compound | STK33 kinase inh | OX1R antag
O=C(CCC(=O)N/N=C/c1ccccc1O)NCc1ccccc1 | -0.3 | 20
NCc1ccccc1CS(=O)(=O)N1CCOCC1 | -1.3 | 1
CCN(CC)CCCNC(=S)N(Cc1cccs1)Cc1cc2cc3c(cc2[nH]c1=O)OCCO3 | 2.2 | 13

This part in full (from the top)
Compound | STK33 kinase inh | OX1R antag
O=C(CCC(=O)N/N=C/c1ccccc1O)NCc1ccccc1 | -0.3 | 20
NCc1ccccc1CS(=O)(=O)N1CCOCC1 | -1.3 | 1
CCN(CC)CCCNC(=S)N(Cc1cccs1)Cc1cc2cc3c(cc2[nH]c1=O)OCCO3 | 2.2 | 13
CCN1CCN(C(CNS(=O)(=O)c2cccs2)c2cccnc2)CC1 (configuration not stated) | -0.8 | 22
O=C1C=C(c2ccc(C(=O)O)c(Cl)c2)C[C@@H](c2ccc3c(c2)OCO3)C1 | 0.3 | 18
N#C/C(=C\c1ccccc1O)C(=O)Nc1cccnc1 | 1.0 | 29
C=CCNc1nc(-c2ccc3c(c2)OCCO3)cs1 | -1.5 | 14
COc1ccc(CCN(C)C2CCCN(C(=O)c3ccnn3C)C2)cc1OC (configuration not stated) | -1.0 | 9
CC(=O)c1sc(NC(=O)C2=NN(c3ccccc3)C(=O)CC2)nc1C | 1.2 | 21
CCCCn1c(SCc2nc(N)nc(N3CCCCC3)n2)nc2c1c(=O)n(C)c(=O)n2C | -2.5 | 4
Cc1ccc(S(=O)(=O)c2cc3c(=O)n4ccccc4nc3n(C3CCCCC3)c2=N)cc1 | -0.5 | 2
CCOC(=O)N1CCN(C(=O)C2CCN(Cc3nc(-c4ccccc4C)oc3C)CC2)CC1 | -0.9 | 2
O=C(N/N=C/c1ccco1)c1ccc(Br)o1 | 0.0 | 18
COc1cc(/C=N\NC(=O)c2nonc2N)c(OC)cc1Br | -1.6 | 7
CCCCN(C)C(=O)C1CCC(CNS(=O)(=O)c2ccc3c(c2)CC(C)N3C(=O)C2CC2)CC1 (configuration not stated) | -1.3 | 14
O=C(COc1cccnc1[N+](=O)[O-])Nc1cccc2ccccc12 | 1.9 | 13
Cc1ccc(C(O)CN2C3=NCCN3c3ccccc32)cc1 (configuration not stated) | 0.3 | 1
CC(=O)C1C(c2ccc(Cl)cc2)c2c(noc2C)CC1(C)O (configuration not stated) | 0.0 | 4
CCOC(=O)N1CCN(C(=O)c2cc(COc3cccc(C(F)(F)F)c3)on2)CC1 | -2.3 | 3
COCCOC(=O)C1=C(C)N=C2SCCC(=O)N2C1c1cccc(Br)c1 (configuration not stated) | -0.6 | 10
COCC(C)n1c(C)cc(C(=O)COC(=O)c2ccc3c(c2)NC(=O)CS3)c1C (configuration not stated) | -0.7 | 16
CC1(CCc2ccccc2)NC(=O)N(Cc2nnc(-c3ccccc3Br)o2)C1=O (configuration not stated) | -0.4 | 25
COc1ccccc1C1CC(c2ccccc2)=NN1C(=O)c1ccccc1 (configuration not stated) | 0.0 | 2
O=C(N/N=C/c1cccc(O)c1)c1ccc(NC(=O)c2cccc([N+](=O)[O-])c2)cc1 | 1.7 | 27
O=C(c1cc2cc([N+](=O)[O-])ccc2oc1=O)n1cccn1 | -1.3 | 14
CC1(C)CC[C@]2(C(=O)O)CC[C@]3(C)C(=CC[C@@H]4[C@@]5(C)CC[C@H](O)C(C)(C)[C@@H]5CC[C@]43C)[C@@H]2C1 | -0.7 | 10
Cc1cc(C)n2c(-c3ccccc3Cl)nnc2n1 | -0.4 | 9
COC(=O)c1ccc(COc2ccc(/C=C/C(=O)c3ccc(OC)c(CSCC(=O)O)c3)cc2OC)cc1 | 12 | 28
O=C1CN(C(=O)CC2C(=O)NCCN2Cc2ccccc2C(F)(F)F)CCN1 (configuration not stated) | 1.0 | 1
O=C(Nc1cccnc1)c1cc(F)cc(F)c1 | -0.5 | 10
CC1C/C(=C/c2ccco2)C(=O)/C(=C/c2ccco2)C1 (configuration not stated) | 8.2 | 6
O=C(CSc1ccc(-c2cccc([N+](=O)[O-])c2)nn1)NCc1ccccc1 | 0.2 | 50
CSCCC(=O)NC1CC(C)(C)Cc2c1cnn2-c1ccccc1C (configuration not stated) | -1.1 | 7
NNc1nc2ccc(Cl)cc2s1 | x | 18
COc1ccc(OC(C)C(=O)Nc2ccc(F)cc2F)cc1 (configuration not stated) | -0.7 | 10
CCC/C=C1/CCCOC(C(=O)NCc2cc(C)n(C)n2)(C(F)(F)F)C1 (configuration not stated) | 0.3 | 9
CCn1cc(S(=O)(=O)CC(=O)Nc2ccc3c(c2)OCCO3)c2ccccc21 | 0.9 | 16
CC1(C)CC(=O)C=C(Nc2ccc(F)cc2F)C1 | 0.0 | 7
COc1cccc2cc(C(C)N(CCCN3CCOCC3)C(=S)Nc3cc(C)ccc3C)oc12 (configuration not stated) | 0.0 | 5
Cc1ccc(NC(=O)COC(=O)CN2CCCCCC2=O)cc1C | -0.4 | -2
S=C(Nc1ccc(Cl)cc1)c1sc(N2CCCCC2)nc1N1CCOCC1 | 0.2 | 18
COc1ccc(OC)c(NC(=O)c2ccc3c(c2)OCO3)c1 | -0.8 | 6
OCC1=C[C@@H](O)C2C=CO[C@@H](O[C@@H]3O[C@H](CO)[C@@H](O)[C@H](O)[C@H]3O)C12 (some centres not stated) | 0.7 | 7
O=C(CCC1CCCCC1)NNC(=O)c1cnccn1 | -0.4 | 3
N#CNC(=Nc1cccc(F)c1)SCc1ccccc1 | -1.1 | 12
Cc1ccc(SCCC(=O)N(C)C)cc1 | -1.4 | 14
Cc1c(Cl)c([N+](=O)[O-])nn1CC(=O)N1CCc2ccccc2C1 | -0.8 | 55
COC(=O)Nc1nc(C)c(C(=O)N(C)C)s1 | -1.4 | 10
COc1ccccc1CNC(=O)CN(C)S(=O)(=O)c1cccc2cccnc12 | -0.6 | 14
Cc1ccc2nc3c(c(Nc4cccc(O)c4)c2c1)CCC3 | -3.1 | 0

(list continues)
Compound | STK33 kinase inh | OX1R antag
N#CC(C(=O)c1ccco1)c1ccccn1 (configuration not stated) | 16 | 9
CSc1ccccc1NC(=O)C1CCCO1 (configuration not stated) | -2.0 | 9
O=C(NCCc1nc2ccccc2[nH]1)c1cccc(Br)c1 | -0.3 | 11
C[C@H](CO)N1C[C@H](C)[C@@H](CN(C)C(=O)NC2CCCCC2)Oc2ccc(NC(=O)Cn3cnnn3)cc2C1=O | -1.5 | 4
Cc1cccc(C2=NN(c3ccccc3)[C@@H](C(=O)N3CCOC3=O)[C@@H]2c2ccc([N+](=O)[O-])cc2)c1 | x | 2
CC1(C)N([O-])C(c2cccs2)=C[N+]1=O | -1.3 | 7
Cc1nc2ccc(F)cc2cc1C(=O)Nc1cccc(Cl)c1C | -0.7 | 1
CCN(CC)CC(=O)N1CCCC(N2CCN(c3cccc(C(F)(F)F)c3)CC2)C1 (configuration not stated) | -0.5 | 6
CCOc1ccc(C2C(C(=O)c3ccco3)=C(O)C(=O)N2Cc2cccnc2)cc1 (configuration not stated) | -0.5 | 15
Cc1ccc(NC(=O)CN(C)S(=O)(=O)c2cccs2)cc1F | -0.1 | 28
O=C(O)C1CC=CCC1C(=O)Nc1ccc2c(c1)OCCO2 (configuration not stated) | -0.8 | 14
CC[C@@]1(C(=O)OC)N[C@H](CN(C)C(=O)Nc2ccc(Cl)cc2)[C@@H]2C(=O)N(C)C(=O)[C@@H]21 | -0.3 | -4
c1ccc(CSc2ncn[nH]2)nc1 | -1.1 | 13
COc1ccc(OC)c(NC(=O)NCc2cccnc2)c1 | -0.4 | 2
CC(=O)Nc1ccc(-c2csc(NCCc3ccccc3)n2)cc1 | -1.0 | -2
CSc1nnc(Cc2cc(=O)[nH]c(=O)[nH]2)n1-c1cccc(C)c1 | 0.3 | 33
Cc1c(CNC2CCC(C)CC2)c(C(=O)O)c(C)n1Cc1ccccc1 (configuration not stated) | 0.4 | 16
O=C(Nc1nc2ccc(F)cc2s1)C1CC(=O)N(c2ccc3c(c2)OCCO3)C1 (configuration not stated) | -0.5 | -3
CCN(CCn1cccn1)Cc1c(C(=O)N2C[C@@H](C)O[C@@H](C)C2)nc2ccc(Cl)cn12 | -1.1 | 13
COc1cccc2cc(C(C)N(CCCN3CCOCC3)C(=S)Nc3cc(C)cc(C)c3)oc12 (configuration not stated) | 3.5 | 17
c1ccc(-n2nnc3ccccc32)nc1 | -1.5 | 9
COc1ccc(CCC(=O)NCc2cn3ccccc3n2)cc1 | 0.6 | 4
C[C@@H]1C=C(C(=O)N2CCOCC2)O[C@H](OCc2ccc(CO)cc2)C1 | 0.1 | 28
COC(=O)CSC1=C(C#N)C(c2ccccc2F)CC(=O)N1 (configuration not stated) | -0.8 | 10
COc1cc(C(=O)OCC#N)ccc1OCc1c(C)noc1C | -1.0 | 3
O=C(COc1ccccc1Cl)Nc1cc(Cl)ccc1Oc1ccccc1 | 1.6 | 9
O=C(CN1CCc2ccccc21)Nc1ccc2c(c1)OCO2 | -0.4 | 14
Cc1ccc(C2NC(=S)NC3=C2C(=O)CC(C)(C)C3)cc1 (configuration not stated) | -1.5 | 18
O=C(COC(=O)CNS(=O)(=O)/C=C/c1ccccc1)Nc1cc(S(=O)(=O)N2CCCCC2)ccc1Cl | -1.3 | 20
COC(=O)COc1cc(=O)oc2ccc(NS(=O)(=O)c3ccccc3)cc12 | -1.8 | 1
O=C(Nc1ccccc1F)C1CCCN1S(=O)(=O)c1ccc(Cl)cc1 (configuration not stated) | -1.3 | 46*
CCOC(=O)C1=C(C)N(C[C@@H]2CC[C@@H](Cc3ccc(-c4ccccc4)cc3)O2)C(=O)NC1c1ccc(SCc2ccco2)c([N+](=O)[O-])c1 (some centres not stated) | x | 3
COc1ccc(N2C(=O)CSC23C(=O)N2CCCc4cccc3c42)cc1 (configuration not stated) | 0.2 | 6
Cc1ccc(NC(=O)CSC2=Nc3ccccc3C3CC=NN23)c(C)c1 (configuration not stated) | 0.0 | 11
Nc1nc(SCC(=O)O)[nH]c(=O)c1NC(=O)c1ccccc1F | -0.7 | 6
COc1ccccc1CNC(=O)Cc1ccc(C)cc1 | -2.3 | 4
Cc1ccsc1CN(C)C(=O)c1ccc(Oc2ccccc2)cc1 | -1.7 | 8
Cn1ccnc1SCC(=O)NC1CC1 | -2.0 | 1
CCOC(=O)CN1C(=O)S/C(=C/c2ccc(C)o2)C1=O | 0.1 | 11
COc1ccc(C(=O)NCC(=O)OCC(=O)NCc2cccs2)cc1 | -0.1 | 19
Cc1cc(C(=O)N/N=C/c2ccccc2[N+](=O)[O-])c(C)o1 | 0.1 | 17
CCOC(=O)C(NC(=O)c1cccnc1)(Nc1cccc(C)n1)C(F)(F)F (configuration not stated) | -1.4 | 9
CCOC(=O)c1c(C)oc2ccc(OCC(=O)C(C)(C)C)cc12 | -5.3 | 25
Cc1cc(Cl)ccc1NNC(=O)c1cccs1 | -0.3 | 1
CC1CCCC(C)N1CCCNC(=O)c1cc2c(s1)-c1ccccc1OC2 (configuration not stated) | 1.6 | 3
CC(C)NC(=O)CSc1nnc(-c2ccc(S(=O)(=O)N3CCCC3)cc2)n1CC1CCCO1 (configuration not stated) | -0.3 | 20
O=C(C1CCC1)N1CCN(S(=O)(=O)c2ccc(F)cc2)CC1 | 0.5 | 8
COc1ccc(OC)c(/C=C/C(=O)c2ccc3c(c2)OCO3)c1 | -2.5 | 12
Nc1ncc(CN2CCCC(C(=O)Nc3ccc(-c4ccco4)cc3)C2)cn1 (configuration not stated) | -0.4 | 1
Cc1cc(NC(=O)C2CC(c3cccc(Br)c3)=NO2)no1 (configuration not stated) | -1.0 | 12

Continued.
Compound | STK33 kinase inh | OX1R antag
N#CCC(=O)NCC1(c2ccccc2)CCCC1 | -0.5 | 3
Cc1ccsc1CN(C)C(=O)C(NC(=O)c1cccc(S(=O)(=O)N2CCOCC2)c1)C(C)C (configuration not stated) | -1.4 | 5
CCn1nc(C)c(C(=O)Nc2cc(Oc3cc(C)cc(C)c3)cc([N+](=O)[O-])c2)c1C | 1.5 | 10
COC(=O)c1ccc(Oc2ccc(C(F)(F)F)cn2)cc1 | -0.3 | 5
Cc1ccc2nc(-c3ccccn3)cc(C(=O)Nc3ccc(S(=O)(=O)N4CCOCC4)cc3)c2c1 | 0.8 | 8
COc1ccc(/C(C)=N/Nc2nc(C)cc(-c3ccccc3)n2)cc1 | -2.3 | 7
COc1ccc(N2C(=O)CCC(C(=O)N(C)CCc3ccccn3)C2c2ccc(OC)c(OC)c2)cc1 (configuration not stated) | 3.8 | -6
CCOC(=O)C(=NC(C)CC)NNc1cccc(C(F)(F)F)c1 (configuration not stated) | -0.9 | 18

Another view of 4 compounds above.
COc1ccc(/C(C)=N/Nc2nc(C)cc(-c3ccccc3)n2)cc1
  STK33 kinase inh: -2.3
  OX1R antag: 7

CCn1nc(C)c(C(=O)Nc2cc(Oc3cc(C)cc(C)c3)cc([N+](=O)[O-])c2)c1C
  STK33 kinase inh: 1.5
  OX1R antag: 10

N#CCC(=O)NCC1(c2ccccc2)CCCC1
  STK33 kinase inh: -0.5
  OX1R antag: 3

Cc1ccsc1CN(C)C(=O)C(NC(=O)c1cccc(S(=O)(=O)N2CCOCC2)c1)C(C)C (configuration not stated)
  STK33 kinase inh: -1.4
  OX1R antag: 5
